sEH inhibitor: inhibitors of human soluble epoxide hydrolase. P34913. recombinant human sEH enzymatic activity assay. inhibition, % at 2 µM. 91,000 tested, 0.34% active; in the data active means inhibition above about 80%; further: values of inactives mirror those of a sister screen read the other way; many of its hits are not listed in these tables
VCAM1 TNFa inh: reduces TNF alpha induced VCAM1 expression in HUVEC; HUVEC TNFa-induced VCAM-1 immunofluorescence, high-content imaging; inhibition, % at 2 µM; 95,000 tested, 0.48% active; AID 802;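 active means inhibition above the batch mean plus 3 SD, with images confirmed as a hit by eye, cut at about 37% in these data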;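 further: 0% = TNF-stimulated DMSO wells and 100% = unstimulated control wells; not every result past the cut was called active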
PLK1 inh: PLK1 (human) kinase inhibition. P53350. recombinant PLK1 kinase, TR-FRET peptide phosphorylation. inhibition, % at 10 µM. 97,000 tested, 0.53% active. AID 619;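 active means inhibition of 50% or more in the single-concentration screen; inactive means inhibition below 50%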;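 further: 0% = DMSO max control and 100% = H-89 dihydrochloride min control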
Target sequence (P53350 whole entry, looked up): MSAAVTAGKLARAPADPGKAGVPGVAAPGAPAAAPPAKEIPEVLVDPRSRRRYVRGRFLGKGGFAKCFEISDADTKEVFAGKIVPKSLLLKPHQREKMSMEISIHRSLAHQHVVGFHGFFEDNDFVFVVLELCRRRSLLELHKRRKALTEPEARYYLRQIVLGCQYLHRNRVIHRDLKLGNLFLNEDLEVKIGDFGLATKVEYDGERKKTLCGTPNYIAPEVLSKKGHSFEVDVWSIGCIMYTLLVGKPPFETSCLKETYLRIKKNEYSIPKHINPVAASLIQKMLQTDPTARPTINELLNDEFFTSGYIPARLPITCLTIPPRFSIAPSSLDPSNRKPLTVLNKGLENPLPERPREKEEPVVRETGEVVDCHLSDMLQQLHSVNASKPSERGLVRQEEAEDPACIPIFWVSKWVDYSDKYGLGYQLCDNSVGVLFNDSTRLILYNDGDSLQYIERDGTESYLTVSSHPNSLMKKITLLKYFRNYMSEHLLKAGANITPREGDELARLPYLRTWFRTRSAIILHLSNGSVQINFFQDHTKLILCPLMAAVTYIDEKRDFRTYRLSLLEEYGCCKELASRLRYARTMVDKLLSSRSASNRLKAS
IL1B cytotox: HUVEC cytotoxicity counter-screen, IL-1B stimulated; 94,000 tested, 0.41% active; AID 845; HUVEC cell count loss, Hoechst imaging; cell count reduction, % at 2 µM;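 active means cell count reduction more than 3 SD above the screen-wide mean, cut at about 70% in these data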;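 further: normalized per plate to untreated control cells as the no-loss baseline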
Ecoli WT expand: E. coli BW25113 growth inhibition, expanded screen | OD600 absorbance | growth inhibition, % at 100 µM | 98,000 tested, 0.15% active | AID 710;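 active means growth inhibition above about 50% at one test dose, limit read from the data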;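 further: growth measured after 20 h incubation at 37 °C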
cytoskel mod: cytoskeleton assembly modification; inhibition, % at 2 µM; AID 836; 91,000 tested, 0.18% active; HUVEC TNFa F-actin phalloidin imaging, high content;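 active means inhibition above the batch mean plus 3 SD and confirmed as a hit by visual image inspection, cut at about 30% in these data, passing the limit was not always enough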; further: strong numbers were not always called active
DAT uptake mod: changed human dopamine transporter uptake under cocaine IC80; Q01959; LLC-PK1 hDAT cells, [14C]-dopamine uptake with cocaine IC80; actives deviate in either direction; B-score at 10 µM; 110,000 tested, 1.3% active; AID 449768;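 active means Z score or B-score, a plate-position-corrected score, falls beyond the plate's 99.7% confidence bounds, in either direction; inactive means both scores lie inside the 99.7% bounds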;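 further: scored against the spread of the other compound wells on the same plate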
TNFa cytotox: HUVEC cytotoxicity counter-screen, TNF alpha stimulated; HUVEC TNFalpha-stimulated, Hoechst cell count, imaging; cell count reduction, % at 2 µM; 93,000 tested, 0.17% active; AID 848;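 active means cell count reduction exceeding the screen mean by over 5 SD, scaled to untreated wells per plate, cut at about 78% in these data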;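 further: cells counted after 24 h of TNF alpha exposure following the 1 h pretreatment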
Plk1 PBD FP: blocks phosphopeptide binding to human Plk1 polo box domain. Plk1 PBD phosphopeptide binding, fluorescence polarization. inhibition, %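 (tested at about 20 µM)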. 97,000 tested, 0.13% active. AID 693; in the data active means inhibition above about 34%, passing the limit was not always enough
Starred values were filed as active, the others as inactive; i = inactive; / = no result given.

item	compound	TNFa cytotox	sEH inhibitor	Plk1 PBD FP	cytoskel mod	DAT uptake mod
1	O=C(CSc1ncnc2c1oc1ccccc12)Nc1cccc(F)c1	-2	25	13	-27	1
2	CCOC(=O)C1=C(Nc2ccccc2)OCC1=O	1	-6	10	2	0.8
3	CN1CCC2(CC1)NC(=O)NC2=O	-22	-15	29	/	-0.067
4	COC(=O)C1=C(C)N(c2ccc(C)cc2)/C(=C/c2cccs2)C1=O	-3	7	-21	3	0.29
5	COc1cc2[nH]cc(C(=O)NCCc3ccccc3)c(=O)c2cc1OC	-3	12	7	-5	-0.0028
6	CCN(CC)S(=O)(=O)c1ccc2[nH]cc(C(=O)NCCCN3CCCCC3C)c(=O)c2c1 (stereo unspecified)	-10	10	0	3	0.67
7	CCOC(=O)COc1ccc(CCNC(C)=O)cc1	-8	3	-2	3	-2
8	COC(=O)C1=C(C)N(C(C)C)C(=O)C1(NC(=O)C1CCCCC1)C(F)(F)F (stereo unspecified)	-21	2	-16	6	-1.3
9	Clc1ccc2[nH]c3c(c2c1)CCc1cn[nH]c1-3	-32	2	-33	19	1.1
10	Cc1nc(CCN2C(=O)c3ccccc3C2=O)cs1	-10	3	0	-3	-0.87
11	Cc1nc2c(C)cccn2c1/C(O)=C1\C(=O)C(=O)N(CCN(C)C)C1c1ccncc1 (stereo unspecified)	-13	-7	2	4	1
12	O=C(C1CC1)N1CCc2cc(S(=O)(=O)NCC3COc4ccccc4O3)ccc21 (stereo unspecified)	-22	/	-14	3	-0.35
13	Clc1ccc(Br)cc1-c1nc(-c2ccncc2)no1	/	-15	2	/	-0.37
14	CNC(=O)C(=O)NCCc1ccc(Cl)cc1	-14	-3	-15	-10	-0.95
15	CC(=O)Nc1ccc(S(=O)(=O)NC2(C(F)(F)F)N=C(c3ccccc3)NC2=O)cc1 (stereo unspecified)	10	6	-5	-9	-0.048

item	Ecoli WT expand	VCAM1 TNFa inh	PLK1 inh	IL1B cytotox
1	-7	-1	i	-7
2	-7	24	2	-23
3	3	-2	-8	2
4	-5	-4	-9	24
5	/	92*	-8	-6
6	-6	14	-4	-3
7	3	-10	1	-16
8	5	10	-23	-27
9	78*	-11	4	-19
10	-1	-9	-2	1
11	-2	9	-8	-13
12	9	-12	-6	-2
13	-2	/	-12	10
14	10	2	-2	-9
15	2	6	-7	-40

Further entries
item	compound	TNFa cytotox	sEH inhibitor	Plk1 PBD FP	cytoskel mod	DAT uptake mod
16	O=C(Cn1cnc2c(nnn2-c2ccccc2)c1=O)N1CCOCC1	5	-3	43	-3	-0.11
17	CC(C)c1cc(C(F)(F)F)n2nc(C(=O)Nc3ccc4c(c3)OCO4)cc2n1	-8	2	-7	-25	-0.032
18	Cc1sc2nc(SCC(=O)NCc3ccco3)n(-c3ccccc3)c(=O)c2c1C	-12	14	16	1	-0.55
19	COc1ccc(Cl)cc1S(=O)(=O)NCc1cccs1	-2	-6	7	-16	0.0022
20	c1ccc(CSCc2cn3ccsc3n2)cc1	-29	-5	-1	27	0.92
21	COC(=O)c1sc2ncccc2c1OCc1ccccc1Cl	-19	-12	-6	-13	-0.32
22	CCSc1nnc(NC(=O)c2ccc(C)o2)s1	-6	-14	2	7	-0.033
23	Cc1ccc(S(=O)(=O)/N=C(\N)Nc2nc(C)c3cc(C)c(C)cc3n2)cc1	-7	-6	-16	-7	0.0035
24	CCOc1ccc(N(CC(=O)NC(C)(C)C)S(=O)(=O)c2c(C)noc2C)cc1	6	1	14	-13	-0.69
25	CC(C)Nc1nc(-c2ccccc2)nc(-n2ccnc2)n1	-20	3	-17	28	-0.18
26	Oc1ccc(CNc2ccccc2)c2cccnc12	/	-4	-10	/	-0.8
27	O=C(O)CN1C(=O)c2cccc(Oc3ccc(Cl)cc3)c2C1=O	-10	-7	-6	6	0.4
28	O=C(c1ccc2c(c1)N(Cc1ccccc1)C(=O)c1ccccc1S2)N1CCCC1	-11	11	-12	20	3.3*
29	CS(=O)(=O)N1CCN(c2ccccc2NC(=O)c2ccc3ccccc3c2)CC1	-25	2	-18	5	0.73
30	Fc1ccc2nc(N3CCCCC3)sc2c1	11	-18	-2	-10	0.5

item	Ecoli WT expand	VCAM1 TNFa inh	PLK1 inh	IL1B cytotox
16	6	10	-17	15
17	-1	-21	-2	-16
18	-1	10	-1	-23
19	-2	20	-6	-17
20	18	18	-17	-26
21	-9	-14	-2	1
22	0	2	-8	-36
23	-14	-13	-24	35
24	1	-4	-13	4
25	1	7	1	6
26	3	/	12	16
27	0	20	8	-25
28	-6	-8	10	-10
29	/	21	-6	-13
30	/	-10	-10	25

(further entries)
item	compound	TNFa cytotox	sEH inhibitor	Plk1 PBD FP	cytoskel mod	DAT uptake mod
31	Brc1ccc(-c2nnc(-c3cccc(Br)c3)o2)cc1	-4	5	-27	-24	-0.016
32	Cc1ccc(NS(=O)(=O)c2ccccc2Cl)c2c1CC(C)(C)O2	-7	-11	-16	-15	2
33	CN1CCN(c2ncccc2S(=O)(=O)N2CCCCC2)CC1	-24	-1	8	-1	-1.4
34	Cc1sc(NC(=O)c2ccc(Br)s2)c(C(N)=O)c1C	-7	6	5	9	0.0018
35	CCCc1nnc(SCC(=O)N2CCOCC2)n1C	11	0	-1	-8	0.37
36	C=CCNC(=O)COC(=O)COc1ccc(Cl)cc1C	-9	6	-22	8	0.17
37	CCOC(=O)c1[nH]c(C)c(/C(O)=C2\C(=O)C(=O)N(CCCn3ccnc3)C2c2ccncc2)c1C (stereo unspecified)	-14	-3	25	44	-0.0098
38	CN(CCCn1c(=S)[nH]c2ncccc2c1=O)Cc1ccccc1	-18	4	13	34	2.4
39	CCSc1nnc(NC(=O)C(CC)(C(F)(F)F)C(F)(F)F)s1	-11	9	15	-18	-1.8
40	O=C(COc1ccccc1Br)NCc1ccco1	13	-4	-16	0	-1
41	CC(=O)c1ccc(NS(=O)(=O)c2cccc(C)c2)cc1	-7	10	-5	-2	-0.22
42	Cc1cc(C(=O)Nc2c(C)cccc2C)n(-c2ccccc2)n1	-22	16	-30	4	-0.23
43	CC(=O)c1ccc(N2CCN(C(=O)c3ccc4c(=O)n(-c5ccccc5)c(=O)[nH]c4c3)CC2)cc1	-20	3	-2	-2	-0.83
44	COC(=O)c1[nH]c2cccc(OC)c2c1NC(=O)CCN1CCN(c2ccccc2F)CC1	-25	24	-11	15	-0.2
45	CN1CCN(C(=O)C2CC(=O)N(c3ccc(F)c(Cl)c3)C2)CC1 (stereo unspecified)	-15	-15	10	5	-0.58

item	Ecoli WT expand	VCAM1 TNFa inh	PLK1 inh	IL1B cytotox
31	-10	15	-10	-17
32	-12	14	-7	-9
33	/	-15	-14	-18
34	1	6	-4	11
35	/	-1	-6	5
36	-3	4	-12	21
37	7	7	-3	-35
38	-4	4	-11	-6
39	2	-25	-6	-8
40	12	3	-6	0
41	7	-74	-9	2
42	-1	0	9	-7
43	-5	26	-2	5
44	1	9	-13	-4
45	7	-7	-7	2

Among those listed so far, these contain an aryl methoxy group.
item	compound	TNFa cytotox	sEH inhibitor	Plk1 PBD FP	cytoskel mod	DAT uptake mod
5	COc1cc2[nH]cc(C(=O)NCCc3ccccc3)c(=O)c2cc1OC	-3	12	7	-5	-0.0028
19	COc1ccc(Cl)cc1S(=O)(=O)NCc1cccs1	-2	-6	7	-16	0.0022
44	COC(=O)c1[nH]c2cccc(OC)c2c1NC(=O)CCN1CCN(c2ccccc2F)CC1	-25	24	-11	15	-0.2

item	Ecoli WT expand	VCAM1 TNFa inh	PLK1 inh	IL1B cytotox
5	/	92*	-8	-6
19	-2	20	-6	-17
44	1	9	-13	-4

Carrying on.
item	compound	TNFa cytotox	sEH inhibitor	Plk1 PBD FP	cytoskel mod	DAT uptake mod
46	O=C(NC1CCCCCC1)C1C2C=CC3(CN(Cc4cccnc4)C(=O)C13)O2 (stereo unspecified)	10	9	15	-7	-0.022
47	CCOc1ccc(C2C(C(=O)O)c3ccccc3C(=O)N2CCN2CCOCC2)cc1 (stereo unspecified)	7	1	-17	28	-0.65
48	CCOc1ccccc1NC(=O)c1ccc(Cl)c(NC(=O)CC(c2ccccc2)c2ccccc2)c1	-11	-4	-13	-19	-0.81
49	CCc1c(C)nc2ncnn2c1N1CCC(C(=O)Nc2cccc(C(C)=O)c2)CC1	-6	59	-25	37	-0.68
50	CCOC(=O)c1cnn2c(N)c(C#N)nnc12	-6	-1	-16	-15	-0.08
51	Cc1ccccc1C(=O)NC(=S)Nc1ccc(Oc2ccc(Cl)cc2)cc1	8	2	2	-37	0.41
52	c1ccc(OCCCn2nnc(-c3ccc(N4CCOCC4)cc3)n2)cc1	0	-6	-8	6	0.2
53	CCOC(=O)CSc1nnc(CSc2nc3sc4c(c3c(=O)[nH]2)CCCC4)n1-c1ccccc1	-32	/	-14	3	1.9*
54	CC1(C)CC(NC(=O)CCC2CCCC2)CC(C)(C)N1	3	-6	14	-4	-1.1
55	COc1ccc(N(CC(=O)N2CCCCC2)S(=O)(=O)c2c(C)nn(C)c2C)cc1	-14	9	-24	1	0.43
56	O=C1Nc2ccccc2C1(O)Cc1ccncc1 (stereo unspecified)	-15	4	-9	-4	-0.59
57	CCC(C)(C)n1nnnc1C(c1ccc(OC)c(OC)c1)N1CCN(c2cccc(OC)c2)CC1 (stereo unspecified)	-22	7	-3	15	2.1
58	CC(C)C(=O)Nc1nnc(-c2ccccc2)o1	66	-3	2	-10	-1.5

item	Ecoli WT expand	VCAM1 TNFa inh	PLK1 inh	IL1B cytotox
46	1	25	-11	-109
47	-3	-5	7	-96
48	-12	18	-6	-21
49	7	-3	-6	-29
50	-7	15	1	0
51	-14	0	-13	-17
52	-9	15	-11	-26
53	-12	17	-7	-10
54	7	-26	-7	10
55	2	3	-8	8
56	2	-8	-7	-18
57	-13	10	-13	4
58	2	-6	-6	54

By substructure, the entries above with a COOH group
item	compound	TNFa cytotox	sEH inhibitor	Plk1 PBD FP	cytoskel mod	DAT uptake mod
27	O=C(O)CN1C(=O)c2cccc(Oc3ccc(Cl)cc3)c2C1=O	-10	-7	-6	6	0.4
47	CCOc1ccc(C2C(C(=O)O)c3ccccc3C(=O)N2CCN2CCOCC2)cc1 (stereo unspecified)	7	1	-17	28	-0.65

item	Ecoli WT expand	VCAM1 TNFa inh	PLK1 inh	IL1B cytotox
27	0	20	8	-25
47	-3	-5	7	-96

Source: PubChem BioAssay (several laboratories)
